Ecoli viability = E. coli V3065 growth inhibition, primary screen, counter-screen for AddAB inhibitor project, absorbance, OD600 | 330,000 compounds, 0.27% hits | 18 h | AID 449728, 2010 | inhibition, % at 11.9 µM;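 active = inhibition above the campaign's mean inhibition across all tested compounds plus 3 SD, cut at about 9.9% in these data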;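 also: uninfected addAB+ strain grown without phage in ampicillin broth; 0% = DMSO wells and 100% = ciprofloxacin 0.95 µg/ml wells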
HTR5A inv ctr = HTR5A inverse agonists in luminescence cell assay, primary screen, counter-screen for OPRM1-OPRD1 heterodimer inverse agonist project, full-deck HTS; HTR5A cell line, inverse agonism; inhibition, % at 9.3 µM; 340,000 compounds, 0.083% hits; in the data active = inhibition mostly above about 23%, no sharp cut-off; inactive = mostly below about 18%;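 also: 0% = cells with DMSO and 100% = no-cell wells with DMSO; some compounds called inactive have numbers as strong as hits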
Target sequence (P47898 whole entry, looked up): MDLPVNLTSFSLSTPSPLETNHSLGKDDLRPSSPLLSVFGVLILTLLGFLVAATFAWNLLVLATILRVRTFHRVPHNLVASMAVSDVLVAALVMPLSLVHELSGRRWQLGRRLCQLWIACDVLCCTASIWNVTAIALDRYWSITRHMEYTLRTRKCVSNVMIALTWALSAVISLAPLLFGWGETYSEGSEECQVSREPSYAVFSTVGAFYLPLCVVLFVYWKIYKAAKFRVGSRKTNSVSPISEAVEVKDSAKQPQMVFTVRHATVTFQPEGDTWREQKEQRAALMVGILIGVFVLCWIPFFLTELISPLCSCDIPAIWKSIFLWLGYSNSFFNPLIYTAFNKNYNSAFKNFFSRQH
phage Ecoli inh = growth loss of phage-infected E. coli, primary screen, RecBCD inhibitor project, absorbance, with phage, HTS | inhibition, % at 11.9 µM | 360,000 compounds, 0.26% hits; in the data active = inhibition above about 11%
SUMO Mot1 rescue = yeast Mot1-301 growth rescue at high temperature, primary screen, SUMOylation pathway inhibitor project, S. cerevisiae, ATP luminescence, 38.5C; S. cerevisiae Mot1-301 growth rescue; percent above DMSO median, 100 means doubled; growth rescue, % at 18.8 µM; 320,000 compounds, 1% hits; AID 2716, 2010;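 active = every valid replicate shows activation above 250% relative to neutral control wells; inactive = the rest, any valid replicate at or below 250%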;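 also: OY570 slx delta 5 strain wells were the positive control but not used for scaling; some compounds called inactive have numbers as strong as hits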
PKA-R2B activ = activators of PKA-R2B holoenzyme, primary screen, biochemical, fluorescence polarization, Cy5-IP20, human; cAMP-dependent protein kinase catalytic subunit beta (Homo sapiens) + cAMP-dependent …; PKA-R2B holoenzyme dissociation; R2B truncated from residue 108, S112A mutant; 0% DMSO only, 100% 113 µM cGMP; activation, % at 11.4 µM; 340,000 compounds, 0.079% hits;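 active = activation above a cutoff set at the mean over all compounds plus 3 SD, cut at about 18% in these data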;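 also: higher means more holoenzyme dissociation and a rise in polarization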
Target sequence (P31323 whole entry, looked up, other chains not shown, the tested form may be a part): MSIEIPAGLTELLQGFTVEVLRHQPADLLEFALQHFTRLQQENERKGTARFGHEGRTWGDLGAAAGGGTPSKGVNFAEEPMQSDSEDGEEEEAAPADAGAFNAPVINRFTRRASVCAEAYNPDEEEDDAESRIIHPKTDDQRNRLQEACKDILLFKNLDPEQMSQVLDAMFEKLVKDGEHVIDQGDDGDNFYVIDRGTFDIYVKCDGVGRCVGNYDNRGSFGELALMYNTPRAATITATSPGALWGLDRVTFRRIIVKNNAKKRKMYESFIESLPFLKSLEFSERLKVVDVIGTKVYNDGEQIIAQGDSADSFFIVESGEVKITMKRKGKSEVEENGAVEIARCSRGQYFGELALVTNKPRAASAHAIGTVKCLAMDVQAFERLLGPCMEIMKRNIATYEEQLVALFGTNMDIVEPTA
PfHsp90 yeast 2 = growth inhibition of PfHsp90-expressing yeast, primary screen, antimalarial PfHsp90 inhibitor project, S. cerevisiae, BacTiter-Glo luminescence, single point, set 2; BacTiter-Glo ATP, 48 h; yeast lacking PDR1 and PDR3 efflux regulators; inhibition, % at 9.4 µM; 310,000 compounds, 0.32% hits;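 active = every replicate shows inhibition above about 80%, whatever the replicate mean, limit read from the data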;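 also: 0% = DMSO neutral controls and 100% = 20 µM radicicol positive controls; yeast relying on Plasmodium falciparum Hsp90 in place of its own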
PKA-R1A activ = activators of PKA-R1A holoenzyme, primary screen, biochemical, fluorescence polarization, Cy5-IP20, bovine R1A, mouse PKAc | PKA-R1A dissociation; scaled: DMSO 0%, 113 µM cGMP 100% | 340,000 compounds, 0.083% hits | AID 504707, 2011 | activation, % at 11.4 µM | cAMP-dependent protein kinase type I-alpha regulatory subunit (Bos taurus) + …;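 active = percent activation above the mean of all tested compounds plus 3 SD, cut at about 19% in these data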;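 also: higher means more PKAc released from R1A so a rise in polarization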
AddAB inh = growth inhibition of E. coli expressing H. pylori AddAB, primary screen, AddAB inhibitor project, absorbance; 330,000 compounds, 0.29% hits; AID 435030, 2010; inhibition, % at 11.9 µM; in the data active = inhibition above about 12%;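 also: 0% = vehicle wells of infected cells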
MOR-DOR inv ag = inverse agonists of MOR-DOR heterodimerization, primary screen, cell-based, luminescence; Mu-type opioid receptor (Homo sapiens) + Delta-type opioid receptor (Homo sapiens), …; cell-based MOR-DOR heterodimer luminescence, inverse agonism; inhibition, % at 9.3 µM; 340,000 compounds, 0.21% hits; AID 504357, 2011; in the data active = inhibition above about 22%, passing the limit was not always enough;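 also: 0% = cells with DMSO and 100% = wells without cells with DMSO; values of inactives mirror those of a sister screen read the other way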
OPRM1-OPRD1 ag = agonists of OPRM1-OPRD1 heterodimerization, primary screen, cell-based, luminescence; cells; activation, % at 9.3 µM; 340,000 compounds, 0.3% hits; Mu-type opioid receptor (Homo sapiens) + Delta-type opioid receptor (Homo sapiens), …; in the data active = activation above about 18%;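 also: 0% = vehicle-treated cells and 100% = reference agonist; values of inactives mirror those of a sister screen read the other way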
Tat export inh = E. coli Tat export inhibitors, primary screen, MC4100, TorA-mCherry reporter, fluorescence, single point. 340,000 compounds, 0.036% hits. inhibition, % at 10 µM;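 active = mean replicate inhibition at least 50% and at least half of replicates individually reaching 50%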;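 also: exported cargo escapes ClpAP degradation while cytoplasmic cargo is degraded and loses fluorescence; 0% = median of neutral control wells and 100% = median of NaSCN control wells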
An asterisk follows results filed as active; · = no result given.

Below each compound: Ecoli viability	HTR5A inv ctr	phage Ecoli inh	SUMO Mot1 rescue	PKA-R2B activ	PfHsp90 yeast 2	PKA-R1A activ	AddAB inh	MOR-DOR inv ag	OPRM1-OPRD1 ag	Tat export inh
O=C1c2cccc3cccc(c23)C(=O)N1CCCN1CCN(c2ccc(F)cc2)CC1
    1.3	-1	-1.1	-6	-2	6	-4	0.3	-2	0.4	5
O=C(COC(=O)/C=C/c1cccc(Br)c1)NCCc1ccccc1
    0.1	10	-1.5	7	3	-16	8	0.5	-6	1.0	-18
CCC1(C)Cc2ccccc2/C(=C/C(=O)N2CCCCC2)N1 (centres undefined)
    -0.5	23	3.9	-9	2	-10	-5	0.2	14	-2.7	-1
CCCS(=O)(=O)c1c(S(=O)(=O)CCC)c2c(N)cccn2c1C(=O)c1ccc(OC)cc1
    0.3	-5	0.9	651	0	-5	-12	1.1	6	-1.1	3
CCOC(=O)CNC(=O)Nc1nnc(-c2ccc(OCC)cc2)o1
    -1.2	4	2.3	8	3	20	4	1.0	12	-2.0	-11
COc1ccccc1-c1nn2c(=O)cc(C)nc2s1
    0.1	-27	2.4	-8	-8	19	-6	-0.2	9	-1.7	-3
S=c1[nH]ncn1/N=C/c1cccs1
    2.0	-4	1.5	33	5	-5	-5	3.9	-2	0.3	1
CC1(C)CC(=O)c2cnc(NC(=O)c3ccco3)nc2C1
    6.4	13	1.5	4	2	-6	-13	10	3	-0.5	6
Cc1ccc(NC(=O)CN(C)CC(=O)Nc2ccccc2C(=O)Nc2ccccc2)cc1
    2.5	7	-0.7	-30	-12	14	-7	5.7	9	-2.0	2
O=C(C1CCCN(c2ncnc3c2nc2n3CCCCC2)C1)N1CCN(c2ccc(F)cc2)CC1 (centres undefined)
    0.6	1	0.6	1	1	0	-8	-0.3	15	-2.9	4
COC(=O)C(C(=O)OC)c1ccccc1[N+](=O)[O-]
    -0.3	7	0.9	244	-4	7	5	0.2	4	-0.8	-10
COc1cccc(C(=O)NC(=S)Nc2ccc(Cl)c(C(=O)O)c2)c1
    0.9	-9	-0.6	14	-8	-13	4	2.4	11	-2.7	2
CCC(=O)Nc1ccc(-c2cc(-c3ccccc3)nc(-c3ccc(NC(=O)CC)cc3)n2)cc1
    0.0	-21	3.5	148	-12	-35	2	-1.7	9	-1.6	-3
Cc1ccc(S(=O)(=O)N2CCCCC2)cc1NC(=O)C1CC(=O)N(c2ccc3c(c2)OCCO3)C1 (centres undefined)
    -1.1	-10	5.0	16	6	·	-4	0.8	5	-0.8	-7
CC(=O)NC(=S)Nc1ccc(S(=O)(=O)Nc2nc(C)cc(C)n2)cc1
    1.3	4	3.3	182	-14	5	5	4.6	6	-1.1	-9
Cc1cc(NS(=O)(=O)N(C)C)ccc1C(C)C
    0.1	-16	-0.6	-12	-6	-44	-11	0.9	1	-0.2	-6
Cn1c(=O)[nH]c(=O)c2c1nc(Br)n2CC(O)COc1ccc(Cl)cc1 (centres undefined)
    0.1	-1	1.7	·	-4	-20	-4	-0.7	-12	2.2	-6
NC(=O)[C@@H]1CCNc2c(I)cc([N+](=O)[O-])cc2C(=O)N[C@@H](CCC(=O)O)C(=O)N[C@@H](CO)C(=O)N1
    -2.6	-1	·	-7	7	10	2	-0.8	-15	2.4	-5
Cc1ccc(C(=O)O/N=C2\CCCc3ccccc32)cc1
    -0.1	-23	2.4	-3	0	·	3	1.5	-17	3.7	-2
O=C(NNC(=O)c1sc2cccc(Cl)c2c1Cl)Nc1ccccc1
    -0.6	11	4.5	10	7	3	-2	1.5	10	-2.5	-6
Cn1nnc(C(O)CNCc2cccs2)n1 (centres undefined)
    0.8	-8	1.4	-1	-4	·	-7	1.8	6	-1.2	9
CCc1c(C)sc(NC(=S)Nc2cccnc2)c1C(=O)OC
    1.0	29	2.7	-12	-3	-18	5	2.2	-3	0.6	-13
Cc1cccc(NC(=O)CNC(=O)c2ccccc2Cl)n1
    -1.9	12	0.2	7	-14	10	6	1.3	22	-6.6	-13
O=C(NNC1=NS(=O)(=O)c2ccccc21)C1CC(=O)N(c2ccccc2)C1 (centres undefined)
    -0.1	-7	2.3	21	2	19	2	3.8	22	-4.4	4
COc1ccc(/C=N/n2cnc3c([nH]c4ccccc43)c2=O)cc1CO
    0.2	-1	2.0	1	4	-3	-7	0.8	4	-0.8	-5
CCOc1cccc2sc(N(CCN(C)C)C(=O)c3ccc4ccccc4c3)nc12
    -0.5	-13	·	-5	-8	13	-6	0.6	15	-2.9	12
O=C(c1cc(-c2ccncc2)nc2ccccc12)N1CCN(Cc2ccccc2)CC1
    -1.8	-1	1.5	-8	-5	·	-2	-0.2	20	-3.8	-6
Cc1cc(C)cc(Oc2nc(-c3ccccc3)cc(C)c2S(C)(=O)=O)c1
    0.9	-7	2.0	-5	-8	-17	2	-0.3	-6	1.3	19
CN1CCC(=O)N([C@H](CO)c2ccccc2)CC1
    3.9	20	0.0	-30	-4	-7	4	4.6	9	-1.6	0
CC1(C)Cc2c(cnn2-c2cccc(F)c2)C(NC(=O)c2cc[n+]([O-])cc2)C1 (centres undefined)
    1.5	-16	-0.1	-5	-9	5	-6	3.6	13	-4.1	-6
COc1ccc(Cn2c(C(F)(F)F)ccc(C(N)=O)c2=O)cc1
    1.4	11	1.7	156	-2	-14	0	1.5	8	-1.8	-3
COc1ccc(C2CCCCCN2C(=O)C2CCN(S(=O)(=O)c3cccc(C(C)=O)c3)CC2)cc1 (centres undefined)
    ·	-22	-2.5	·	4	-15	0	·	13	-3.0	-4
COc1cc2nc(C3CCC3)n(NC(=O)C(OC(C)=O)c3ccccc3)c(=O)c2cc1OC (centres undefined)
    0.7	-22	1.8	16	-3	·	-2	1.5	8	-1.5	9
CCN(CC)C(=O)COc1ccc(-c2nnc(Nc3ccc(OC)c(C(=O)NC)c3)c3ccccc23)cc1
    4.2	-2	-3.0	-5	0	7	-9	1.4	11	-2.3	-1
Cc1ccc(C(=O)CSc2ccc(-c3ccccc3)nn2)cc1
    -1.4	-6	3.5	9	2	7	-3	-1.0	-16	3.0	-6
Oc1ccc(/C=N/N2CCCCC2)cc1O
    -0.7	8	-0.6	152	2	-3	12	0.7	5	-1.1	1
CCC(=O)c1ccc(OCC(=O)OCC(=O)Nc2ccc(C)c(S(=O)(=O)N3CCCCC3)c2)cc1
    -0.5	18	-0.3	17	-10	-14	3	-2.5	-8	1.9	-1
CCN(CC)CCN(C(=O)c1ccc(S(=O)(=O)N2CCOCC2)cc1)c1nc2cc3c(cc2s1)OCCO3
    1.3	-5	-1.2	2	2	-13	-2	5.3	10	-1.8	-7
Cc1ccccc1-n1c(C)cc(/C=N/NC(=O)c2ccc(CN3CCOCC3)cc2)c1C
    -1.0	-13	2.7	8	1	-12	-14	0.9	5	-0.9	5
CCOc1ccc(OCc2ccc(C(=O)N3N=C(C(F)F)CC3(O)C(F)F)o2)cc1 (centres undefined)
    -1.6	-15	4.2	11	0	-11	-7	-0.9	-69	13	4
COc1cc(C(=O)NCc2ccc(S(N)(=O)=O)cc2)ccc1OCC(=O)N1CCOCC1
    -3.0	-3	0.8	-21	1	0	-5	2.4	4	-1.0	3
COc1ccc(NC(=S)NCCN2CCC(C)CC2)cc1
    -1.2	-5	3.4	-4	-1	-6	-2	-0.1	-13	2.3	4
CCOC(=O)C1CCCN(C(=S)NC(=O)/C=C/c2ccc(F)cc2)C1 (centres undefined)
    -1.3	-5	1.0	2	-1	4	-8	2.4	17	-3.3	12
C#CCOCCOCCOCCNc1nc(N2CCN(C(=O)CCCCCCCCCCNC(=O)[C@H](CCC(=O)O)n3cc(CCCCCN)nn3)CC2)nc(N2CCN(C(=O)CCCCCCCCCCNC(=O)[C@@H]([C@H](C)O)n3cc(C)nn3)CC2)n1
    -3.8	15	·	-5	-4	-16	-3	-3.5	21	-3.7	24
O=C(COc1ccccc1F)NNC(=O)Cc1ccc(S(=O)(=O)N2CCOCC2)s1
    -0.7	15	0.9	-33	-1	9	-6	1.4	12	-2.3	4
CCN1CCN(S(=O)(=O)c2ccc(-c3cc(C)no3)s2)CC1
    -0.8	1	1.9	101	-6	-5	-15	1.2	27	-5.2	-2
COc1cccc(/C=C/C(=O)OCC(=O)NCCCc2ccccc2)c1OC
    0.7	7	2.8	7	5	-4	-1	0.5	2	-0.5	6
N#Cc1c(N)n(-c2ccccc2)c(=O)c2cc([N+](=O)[O-])ccc12
    1.1	9	5.0	-1	5	13	-2	2.1	12	-2.4	1
CC(C)(C)OC(=O)C[C@H]1C/C=C\C[C@H](CC(=O)N(CCO)Cc2ccccc2)C(=O)N[C@@H](Cc2ccccc2)COC1=O
    -0.6	5	0.9	-22	3	·	-2	4.9	18	-3.2	5

Some of these compounds in order of the Tat export inh value, low to high.
Compound | phage Ecoli inh | SUMO Mot1 rescue | PKA-R2B activ | PKA-R1A activ | MOR-DOR inv ag | OPRM1-OPRD1 ag | Tat export inh
O=C(NNC(=O)c1sc2cccc(Cl)c2c1Cl)Nc1ccccc1 | 4.5 | 10 | 7 | -2 | 10 | -2.5 | -6
COc1ccc(/C=N/n2cnc3c([nH]c4ccccc43)c2=O)cc1CO | 2.0 | 1 | 4 | -7 | 4 | -0.8 | -5
COc1ccc(C2CCCCCN2C(=O)C2CCN(S(=O)(=O)c3cccc(C(C)=O)c3)CC2)cc1 (centres undefined) | -2.5 | · | 4 | 0 | 13 | -3.0 | -4
Cn1nnc(C(O)CNCc2cccs2)n1 (centres undefined) | 1.4 | -1 | -4 | -7 | 6 | -1.2 | 9

Looked up above:
C#CCOCCOCCOCCNc1nc(N2CCN(C(=O)CCCCCCCCCCNC(=O)[C@H](CCC(=O)O)n3cc(CCCCCN)nn3)CC2)nc(N2CCN(C(=O)CCCCCCCCCCNC(=O)[C@@H]([C@H](C)O)n3cc(C)nn3)CC2)n1 in HTR5A inv ctr reads 15
Cc1ccc(C(=O)CSc2ccc(-c3ccccc3)nn2)cc1 in PKA-R2B activ reads 2

Screening data: PubChem BioAssay, several laboratories
